# Source: PubChem BioAssay
# IMPase Li inh: cell-permeable IMPase inhibitors with lithium potentiation | hit rate 0.35% among 210,000 | CHO-M1 cells, IP1 TR-FRET (IP-One), carbachol + lithium | AID 1457 | Potency, µM (top dose mostly 59.4 µM), without a hit: at the highest dose activity, negative = IMPase inhibition, most hits filed as inhibitors;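 note: IP1 builds up when IMPase is blocked and the TR-FRET signal falls; potency is the fitted concentration of half-maximal effect; plate controls were basal vehicle for no effect and high inhibitor control for full effect; nearly all actives have a fitted effect of over 50% in size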
#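 Lithium-sensitised IP1 accumulation assay; M1-expressing CHO cells treated 30 min at 37C with compound. Competitive antibody detection by time-resolved FRET followed a 10 min room-temperature lysis step.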
# HTT aggregate: reduces HttQ103-GFP aggregates in PC12 cells; PC12 HttQ103-GFP aggregates, Acumen cytometry, 40 h; Potency, µM (doses to about 46.1 µM), inactives show at the top dose activity change, negative = inhibition, usual class: inhibitors; hit rate 1.1% among 220,000; AID 1688; note: potency is the fitted concentration of half-maximal effect; % is set by controls: 0 for no effect and ±100 for the full control effect; nearly all actives have a fitted effect of over 60% in size
#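 Aggregates are detected as GFP objects 1–25 µm with signal 6 STDEV over background in lysates of induced PC12 cells. These carry Huntingtin exon 1 with 103 glutamines fused to GFP under an ecdysone promoter; compounds titrated.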
# Epigenetic reg: regulators of epigenetic silencing causing reporter derepression in mouse cells | murine LDR cells, GFP reporter derepression, 30 h | hit rate 0.2% among 280,000 | Potency, µM (highest dose often 53.9 µM), without a hit: at the highest dose GFP activation, most hits filed as activators; note: potency is the fitted concentration of half-maximal effect; % of control where 0% means no effect; nearly all actives have a fitted effect of over 60% in size
#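 In this reporter-derepression format, murine cells bearing a silenced integrated CMV-GFP locus incubate with test compound (30 h, 37 C), then are washed and imaged; fluorescent objects of 20–120 um count as induced cells.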
# NPSR antagonist: blocks cAMP signaling of the human neuropeptide S receptor; Q6W5P4; CHO-NPSR cells, cAMP TR-FRET, antagonist mode; Potency, µM (doses to about 38.3 µM), without a hit: at the highest dose activity change, negative = inhibition, hits mostly inhibitors; hit rate 1% among 220,000; AID 1461; note: potency is the fitted concentration of half-maximal effect; % is set by controls: 0 for no effect and ±100 for the full control effect; nearly all actives have a fitted effect of over 50% in size; many of its hits are not listed in these tables
# Target sequence (Q6W5P4 whole entry, looked up): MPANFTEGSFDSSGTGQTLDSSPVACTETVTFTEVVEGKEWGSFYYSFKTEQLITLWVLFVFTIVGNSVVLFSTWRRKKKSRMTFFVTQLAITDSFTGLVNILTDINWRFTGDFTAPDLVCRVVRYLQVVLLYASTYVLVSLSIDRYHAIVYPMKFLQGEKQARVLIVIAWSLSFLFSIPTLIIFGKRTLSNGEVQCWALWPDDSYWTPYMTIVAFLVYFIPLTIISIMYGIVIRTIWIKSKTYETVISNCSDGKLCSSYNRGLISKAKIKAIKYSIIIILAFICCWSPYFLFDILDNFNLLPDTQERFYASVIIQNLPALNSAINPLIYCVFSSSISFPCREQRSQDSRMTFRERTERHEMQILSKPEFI
# CBFb-RUNX1 inh: CBF-beta/RUNX1 interaction disruption; Q01196+Q13951; AlphaScreen CBFb-His/RUNX1-biotin binding, biochemical; Potency, µM (top dose mostly 59.8 µM), for the others: at the top dose activity, negative = inhibition, actives largely listed as inhibitors; 230,000 tested, under 10 active; AID 1477; note: % of control where 0% means no effect
# Target sequence (Q01196 whole entry, looked up): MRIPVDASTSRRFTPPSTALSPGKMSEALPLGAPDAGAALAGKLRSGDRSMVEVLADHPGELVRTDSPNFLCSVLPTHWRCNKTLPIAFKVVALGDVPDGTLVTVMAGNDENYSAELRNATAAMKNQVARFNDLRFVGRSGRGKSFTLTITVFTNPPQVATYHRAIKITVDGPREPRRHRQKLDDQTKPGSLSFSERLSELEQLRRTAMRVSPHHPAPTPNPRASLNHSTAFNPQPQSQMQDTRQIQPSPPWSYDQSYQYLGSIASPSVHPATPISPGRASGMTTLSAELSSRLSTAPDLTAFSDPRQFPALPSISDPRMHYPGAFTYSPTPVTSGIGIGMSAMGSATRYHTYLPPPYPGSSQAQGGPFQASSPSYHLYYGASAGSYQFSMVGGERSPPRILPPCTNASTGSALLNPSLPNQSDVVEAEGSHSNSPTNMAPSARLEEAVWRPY
# Target sequence (Q13951 whole entry, looked up): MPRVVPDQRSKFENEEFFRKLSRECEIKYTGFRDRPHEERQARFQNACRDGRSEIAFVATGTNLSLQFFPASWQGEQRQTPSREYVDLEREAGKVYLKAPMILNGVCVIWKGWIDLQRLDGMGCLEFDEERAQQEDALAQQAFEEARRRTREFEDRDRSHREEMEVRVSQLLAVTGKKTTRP
#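 CBF-beta (His) and RUNX1 (biotin), 30 nM each; 20 min preassociation; + compound, 15 min; + beads 50 ng each (Ni, streptavidin), 90 min; RT; AlphaScreen read.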
# LMNA splice mod: changes lamin A minigene splicing in HeLa cells | HeLa LMNA splicing GFP/RFP minigene ratio, 48 h | Potency, µM (doses to about 46.1 µM), for the others: at the highest dose ratio change, negative = inhibition, most hits filed as inhibitors | hit rate 0.01% among 200,000 | AID 1487; active = well fitted inhibition curve with a large enough effect in the signal ratio, with a control signal flat, not every such curve was filed as active; inconclusive = small, poorly fitted or top-dose-only effect, or effect the other way, or a change in a side signal; the % refers to the signal ratio; note: potency is the fitted concentration of half-maximal effect; % is set by controls: 0 for no effect and ±100 for the full control effect
#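 S3 HeLa stable clones carrying a lamin A-EGFP splicing minigene plus DsRed2 were seeded at 600 cells/well in Opti-MEM with 2% FBS, pin-dosed and incubated 48 h at 37°C. Acumen cytometry (488 nm) gave the GFP/RFP total-intensity ratio.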
# KinaseGlo FLuc: Kinase-Glo luciferase inhibition (counter-screen) | Q27757 | Kinase-Glo luciferase, ATP luminescence, 8 min | Potency, µM (highest dose often 38.3 µM), inactives show at the highest dose activity change, negative = inhibition, actives largely listed as inhibitors | hit rate 0.28% among 200,000 | AID 1379; note: potency is the fitted concentration of half-maximal effect; % is set by controls: 0 for no effect and ±100 for the full control effect; nearly all actives have a fitted effect of over 60% in size
#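 Substrate mix (final 50 mM imidazole pH 7.2, 50 mM KCl, 7 mM MgCl2, 10 uM ATP, 0.01% Tween 20, 0.05% BSA) plus pin-tool compound, then Kinase-Glo detection mix; 8 min ambient, luminescence read.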
# * = called active by the depositor; u = inconclusive; x = not tested or not shown; [ ] = another dose, or the depositor's remark. Unless noted, calls come from the whole dose curve; as a rule, active = well fitted curve in the direction sought with a large enough effect; inconclusive = small, poorly fitted or top-dose-only effect, or another doubt; inactive = no such curve, though single readings can be large; an effect the other way counts as inactive or inconclusive. A portion of the library; count on the stated rates, not on these rows.
# Order of values – IMPase Li inh, HTT aggregate, Epigenetic reg, NPSR antagonist, CBFb-RUNX1 inh, LMNA splice mod, KinaseGlo FLuc
> Cc1[nH]c2ccccc2c1C(c1ccncc1)N1CCN(c2ccccn2)CC1 (configuration not stated)
 : 19%, -17%, 11%, 0%, 0%, -26%[46 µM], -3%
> CCOC(=O)c1oc2ccccc2c1CN1CCOCC1
 : -1%[38.3 µM], -6%, 1.8%, 3%[46.1 µM], 3%, 6%, 0%
> O=C(c1cccc(S(=O)(=O)N2CCCC2)c1)N1CCN(c2ccccc2)CC1
 : 20%[38.3 µM], u, 5.4%, -11%[46.1 µM], -3%, -26%, -2%
> O=C(/C=C/NNC(=O)c1ccccc1)c1ccccc1
 : -2%[38.3 µM], 1%[9.22 µM], -1.7%, -19%[46.1 µM], -6%, -6%, 4%
> O=C(Cn1cnc2ccccc2c1=O)Nc1nnc(C2CC2)s1
 : -4%, -2%, -1.0%, 9%, -1%, -10%, 0%
> COc1ccc(S(=O)(=O)N2CCC(C(=O)N3CCN(c4ccccc4OC)CC3)CC2)cc1
 : 7%[38.3 µM], 0%, 0.0%, 7%[46.1 µM], 2%, -6%, 4%
> O=C(c1cc(COc2ccc(F)cc2Cl)on1)N1CCC(OCc2cccnc2)CC1
 : x, 11µM*, -4.1%, 6%, 7%, x, x
> CC(C)NS(=O)(=O)c1ccc(OCC(=O)NCc2ccco2)cc1
 : 5%, x, 2.1%, 4%, 4%, 17%[46 µM], -1%
> COc1ccc(-c2ccc(-c3noc(-c4ccccc4)n3)c(OC)n2)cc1
 : 1%, -14%, 0.9%, 24%[46.1 µM], u, -11%, 1%
> CCN1C(C)=C(C)S/C1=C1\SC(=S)N(N)C1=O
 : 28%, x, u, -19%, 1%, x, -1%
> CCOC(=O)CSc1nncc2ccc(OC)c(OC)c12
 : -19%[38.3 µM], u, -1.0%, -5%[46.1 µM], 3%, -1%, -2%
> Cn1cc([N+](=O)[O-])c(C(=O)N/N=C/c2ccccc2)n1
 : -3%[38.3 µM], 0%, 1.0%, -4%[46.1 µM], 3%, 6%, 3%
> COc1ccc(/C=C/C(=O)NC2=NCCS2)cc1OC
 : 7%, -17%, -1.8%, 13%, -17%, x, 3%
> CC1CN(C)C(C)CC1NCc1ccc2c(c1)OCO2 (configuration not stated)
 : 9%[38.3 µM], 10%, -5.5%, 4%[7.67 µM], -3%, -4%, -2%
> CC(=O)N(C(C)=O)S(=O)(=O)c1ccc(N=NN2CCOCC2)cc1
 : 2%, -3%, -0.9%, 11%, 1%, -1%, -1%
> Cc1ccc(S(=O)(=O)N2CCOCC2)cc1C(=O)NCc1cccs1
 : 4%, 5%[9.22 µM], -1.3%, 16%, 3%, x, -2%
> O=C(NC1CCCC1)C1CCN(c2nccs2)CC1
 : -1%, 4%, 1.9%, 1%[46.1 µM], 1%, -12%, -2%
> CC(C)Oc1ccccc1OCCN(C)C
 : -1%, -16%, 2.6%, 5%, -2%, 1%, 6%
> COc1ccccc1CNCc1cccc(Oc2ccccc2)c1
 : 13%, -4%[9.22 µM], -1.2%, -3%, -3%, x, 0%
> COCCN(C(=O)Nc1ccc(OC)cc1OC)C1CCN(C(C)C)CC1
 : 9%[38.3 µM], 16%, -5.9%, 6%[46.1 µM], 6%, -18%, 0%
> CCOC(=O)/C(C#N)=N/Nc1ccccc1OC
 : -4%, 15%, 2.7%, 7%, 20%, -4%, -5%
> CC1(C)C2CCC(C2)C1(C)NC(=O)C[N+](C)(C)C (configuration not stated)
 : x, 6%[9.22 µM], 0.8%, u, 1%, x, x
> Cc1ccc(N(Cc2ccc([N+](=O)[O-])cc2)C(=O)c2ccco2)cc1C
 : 15%, 0%, -1.6%, -32%, -1%, u, 0%
> Cc1ccc(Nc2cc(C)nc3nnnn23)cc1
 : 18%[38.3 µM], 2%, 2.2%, -1%[46.1 µM], 1%, 14%, -1%
> Cc1ccc2[nH]c3c(=O)n(N)c(C)nc3c2c1
 : 14%, 23%, 2.6%, 15%, 6%, -7%[46 µM], -5%
> COc1cc(NC(=S)NC2CC(C)(C)NC(C)(C)C2)cc(OC)c1
 : 3%, 2%[9.22 µM], 1.6%, 11%, 0%, -6%[46 µM], -4%
> CN(Cc1ccccc1)C(=S)NC(=O)c1ccc(-c2ccccc2)cc1
 : 10µM*, 15%, 0.0%, -9%[46.1 µM], -1%, -4%, -1%
> CCCc1ccc(-c2ccc(C(=O)O)cc2)nc1
 : 2%, -12%, 1.2%, -14%[46.1 µM], 3%, -18%, -1%
> Cc1ccc(OC/C(O)=C(\C#N)c2nc3ccccc3s2)cc1
 : 1%, 10%, 3.8%, -2%, -2%, u, -2%
> O=C(Cn1cc(C(F)(F)F)ccc1=O)N/N=C/c1ccc(Cl)cc1Cl
 : -9%, 13%, -1.5%, 2%, -1%, -6%, 2%
> Cc1ccccc1NC(=O)Nc1ccccc1C(=O)NCc1ccccc1
 : -5%[38.3 µM], -7%, -0.1%, -6%[46.1 µM], 7%, 0%, 0%
> Cc1ccc(C(=O)Nc2nc(-c3ccccn3)cs2)o1
 : x, -8%[9.22 µM], 0.4%, 38%, x, x, x
> Cc1nn(-c2ccccc2)c(Cl)c1/C=N/NC(=O)c1cccnc1
 : -6%, 16%, 0.0%, 5%, 4%, -12%, -1%
> O=C(O)c1cccc(NC(=O)c2cc(-c3cccc(Cl)c3)nc3ccccc23)c1
 : 4%, 14%, -4.2%, -22%, -12%, 2%[46 µM], 1%
> O=C(O)C1CCCCC1C(=O)Nc1nccs1 (configuration not stated)
 : -3%[38.3 µM], 13%[9.22 µM], 21%, -2%[46.1 µM], 0%, 4%, 0%
> CN(C)c1ncnc2c1ncn2C1OC(CO)C(O)C1O (configuration not stated)
 : 17%[38.3 µM], 4.5µM*, 5.2%, -8%[46.1 µM], -8%, u, 20%
> Cc1ccc(C(=O)N(CC(=O)NC2CCCC2)Cc2cccs2)s1
 : 23%[38.3 µM], -15%, -1.7%, -17%[46.1 µM], 2%, 7%, 2%
> Cc1ccc(OCc2nnc(SC3CCc4ccccc4C3=O)n2C)cc1 (configuration not stated)
 : -6%, -15%, -4.2%, -11%, u, -24%, 0%
> CCOc1cc(C(=O)Nc2ccc3c(c2)OCO3)ccc1OCCOc1ccccc1Cl
 : -1%[38.3 µM], 30%, -0.4%, -2%[46.1 µM], 3%, u, -2%
> O=c1oc2ccccc2c(Nc2cc3ccccc3cc2O)c1[N+](=O)[O-]
 : -6%, -3%[9.22 µM], 0.1%, 19%, -10%, x, -14%
> CCC(OC(=O)CC1Sc2ccccc2NC1=O)C(=O)NCC1CCCO1 (configuration not stated)
 : 27%[38.3 µM], -4%, -1.0%, 4%[46.1 µM], 7%, -6%, 1%
> CC(=O)NC1=NN(C(C)=O)C(c2sccc2C)S1 (configuration not stated)
 : -10%[38.3 µM], -9%[9.22 µM], -1.6%, 4%[46.1 µM], 3%, 0%, 1%
> CSC1=NC(C(Cl)(Cl)Cl)N=C(c2ccc(C)cc2)N1 (configuration not stated)
 : 8%, 13%, 1.3%, -16%, 13%, u, 0%
> COc1ccc(-c2nc(CC(=O)O)cs2)cc1OC
 : 4%[38.3 µM], 22%, -1.0%, -3%[46.1 µM], 6%, -4%, -2%
> Cc1cc(NC(=O)CSc2nnc(C3CC3)n2N)no1
 : 2%[38.3 µM], -11%, -2.6%, -2%[46.1 µM], -1%, -3%, -2%
> CCOC(=O)c1[nH]c(C)c(C(=O)OCC(=O)Nc2sc3c(c2C#N)CCCCC3)c1C
 : -2%, u, 12%, -22%, -2%, u, 1%
> CN1C(=O)CSc2ccc(NC(=O)NCc3ccc(F)cc3)cc21
 : 3%, 18%, 0.0%, -9%, -27%, x, x
> O=S1(=O)N=C2CCCCCN2C(c2ccc(F)cc2)N1 (configuration not stated)
 : 5%, 27%, -2.5%, 5%, 0%, 4%[46 µM], 1%

# Entries listed so far that contain a halogen (8):
# Order of values – IMPase Li inh, HTT aggregate, Epigenetic reg, NPSR antagonist, CBFb-RUNX1 inh, LMNA splice mod, KinaseGlo FLuc
> O=C(c1cc(COc2ccc(F)cc2Cl)on1)N1CCC(OCc2cccnc2)CC1
 : x, 11µM*, -4.1%, 6%, 7%, x, x
> O=C(Cn1cc(C(F)(F)F)ccc1=O)N/N=C/c1ccc(Cl)cc1Cl
 : -9%, 13%, -1.5%, 2%, -1%, -6%, 2%
> Cc1nn(-c2ccccc2)c(Cl)c1/C=N/NC(=O)c1cccnc1
 : -6%, 16%, 0.0%, 5%, 4%, -12%, -1%
> O=C(O)c1cccc(NC(=O)c2cc(-c3cccc(Cl)c3)nc3ccccc23)c1
 : 4%, 14%, -4.2%, -22%, -12%, 2%[46 µM], 1%
> CCOc1cc(C(=O)Nc2ccc3c(c2)OCO3)ccc1OCCOc1ccccc1Cl
 : -1%[38.3 µM], 30%, -0.4%, -2%[46.1 µM], 3%, u, -2%
> CSC1=NC(C(Cl)(Cl)Cl)N=C(c2ccc(C)cc2)N1 (configuration not stated)
 : 8%, 13%, 1.3%, -16%, 13%, u, 0%
> CN1C(=O)CSc2ccc(NC(=O)NCc3ccc(F)cc3)cc21
 : 3%, 18%, 0.0%, -9%, -27%, x, x
> O=S1(=O)N=C2CCCCCN2C(c2ccc(F)cc2)N1 (configuration not stated)
 : 5%, 27%, -2.5%, 5%, 0%, 4%[46 µM], 1%
